GDH-TPI counter: inhibits GDH-TPI coupling enzymes, artifact for Mtb FBA screen; GDH-TPI coupled enzyme counterscreen, NADH absorbance; inhibition, % at 4.8 µM; 360,000 compounds, 1.2% hits; AID 588335; in the data active means inhibition above about 30%;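 further: 0% = DMSO wells and 100% = wells lacking the enzyme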
BoNT A protease: inhibitors of Botulinum neurotoxin A light chain protease. AID 588499. 360,000 compounds, 0.17% hits. multiplex microsphere protease substrate cleavage, flow cytometry. inhibition, % at 10 µM; further: plate controls were buffer without enzyme for full effect and enzyme alone for no effect
BioA inh: inhibitors of Mycobacterium tuberculosis BioA enzyme | purified M. tuberculosis BioA enzyme, plate reader | inhibition, % at 9.99 µM | 360,000 compounds, 0.096% hits | AID 602481; in the data active means inhibition above about 40%; inconclusive means no clear call, values can overlap the other calls
Mtb UGM inh: blocks M. tuberculosis UGM enzyme | P9WIQ1 | purified UGM, fluorescence polarization probe displacement | inhibition, % at 10 µM | 320,000 compounds, 0.06% hits | AID 504406; in the data active means inhibition above about 10%, passing the limit was not always enough; inconclusive means no clear call, values can overlap the other calls
Target sequence (P9WIQ1 whole entry, looked up): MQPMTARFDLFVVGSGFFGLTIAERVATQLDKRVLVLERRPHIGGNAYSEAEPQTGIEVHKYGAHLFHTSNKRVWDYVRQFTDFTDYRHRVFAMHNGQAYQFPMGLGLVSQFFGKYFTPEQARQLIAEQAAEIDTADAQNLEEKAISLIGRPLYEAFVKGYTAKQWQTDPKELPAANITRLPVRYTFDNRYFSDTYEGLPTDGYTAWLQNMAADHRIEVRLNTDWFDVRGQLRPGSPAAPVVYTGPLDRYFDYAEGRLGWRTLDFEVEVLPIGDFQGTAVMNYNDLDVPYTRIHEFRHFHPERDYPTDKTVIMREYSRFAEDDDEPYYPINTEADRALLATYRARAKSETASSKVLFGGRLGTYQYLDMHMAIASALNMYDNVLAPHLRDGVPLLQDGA
PfHsp40 yeast: restores yeast growth despite PfHsp40 toxicity | 340,000 compounds, 0.68% hits | growth rescue, % at 12.5 µM | S. cerevisiae expressing PfHsp40, growth rescue, ATP luminescence; in the data active means growth rescue above about 28%, passing the limit was not always enough; inconclusive means no clear call, values can overlap the other calls;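 further: yeast W303a lacking pdr1 and pdr3 grown in galactose medium; growth measured after three days at 30 °C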
FadD28 FP inh: inhibitors of Mycobacterium tuberculosis FadD28 bisubstrate binding. FadD28 bisubstrate probe binding, fluorescence polarization. inhibition, % at 12.5 µM. 360,000 compounds, 0.22% hits. AID 588549; in the data active means inhibition above about 8.5%, passing the limit was not always enough; inconclusive means no clear call, values can overlap the other calls
Mtb FBA inh: inhibits M. tuberculosis FBA enzyme | P9WQA3 | purified M. tuberculosis FBA, fluorescence read-out | inhibition, % at 1 µM | 360,000 compounds, 2.3% hits; in the data active means inhibition above about 27%;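 further: 0% = vehicle and 100% = reference inhibitor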
Target sequence (P9WQA3 whole entry, looked up): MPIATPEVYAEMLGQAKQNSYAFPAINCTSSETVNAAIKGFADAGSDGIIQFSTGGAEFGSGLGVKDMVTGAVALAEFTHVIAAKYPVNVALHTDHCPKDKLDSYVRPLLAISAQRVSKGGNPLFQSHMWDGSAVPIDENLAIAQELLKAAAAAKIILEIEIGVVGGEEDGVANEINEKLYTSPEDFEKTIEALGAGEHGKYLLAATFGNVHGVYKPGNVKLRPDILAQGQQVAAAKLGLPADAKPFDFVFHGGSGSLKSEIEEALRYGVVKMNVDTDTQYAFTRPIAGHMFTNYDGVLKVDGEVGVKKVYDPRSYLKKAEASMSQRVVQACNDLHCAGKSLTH
BoNT F protease: blocks Botulinum neurotoxin F light chain protease; AID 588497; 360,000 compounds, 0.22% hits; Multiplex microsphere protease cleavage assay, flow cytometry; inhibition, % at 10 µM; in the data active means inhibition above about 35%, passing the limit was not always enough; inconclusive means no clear call, values can overlap the other calls; further: plate controls were buffer without enzyme for full effect and enzyme alone for no effect
Anthrax LF inh2: inhibitors of Bacillus anthracis lethal factor protease. multiplex microsphere protease cleavage assay, LF. inhibition, % at 10 µM. 360,000 compounds, 0.12% hits. AID 588501; further: plate controls were buffer without enzyme for full effect and enzyme alone for no effect
An asterisk follows results filed as active; ? = inconclusive; . = not tested or not shown; & = joins results of further samples. Unless noted, no stated cut-off is given here; in the data, active means inhibition above about 30%; inconclusive means no clear call, values can overlap the other calls; inactive means below that.

SMILES | GDH-TPI counter | BoNT A protease | BioA inh | Mtb UGM inh | PfHsp40 yeast | FadD28 FP inh | Mtb FBA inh | BoNT F protease | Anthrax LF inh2
O=C(/C=C/c1ccccc1)c1c(O)n(CCc2ccccc2)c(=O)[nH]c1=O | 8 | -2.9 | . | -0.5 | 0.6 | -3.5 | 0 | -12 | -2
CCOC(=O)CSC1=C(C#N)C(c2ccccc2Cl)C(C(=O)OC)C(=O)N1 (configuration not stated) | 3 | 4.9 | 1.1 | 1.9 | -0.9 | 0.3 | -1 | 10 | 2
CCOC(=O)/C(N=Nc1ccc2c(c1)OCO2)=C(\C)O | 6 | 0.0 | . | -2.0 | -2.4 | -3.6 | -9 | -5 | -3
CCNC(=O)C1(C)CCCN(C(=O)c2cc(OC)ccc2Br)C1 (configuration not stated) | 12 | 0.0 | 0.5 | . | . | -2.1 | 1 | 0 | 4
CCc1nc2ccc(C(=O)N3CCNC(=O)C3)cn2c1N(C)CCC(C)C | 11 | 0.0 | -0.3 | . | . | -2.9 | -3 | -1 | -6
COC(=O)c1cc(S(=O)(=O)NCCN2CCOCC2)cn1C | -2 | 0.2 | -1.1 | -2.1 | 0.2 | -4.1 | 0 | 2 | 0
CCC(CC)NC(=O)CC(c1ccccc1)c1ccccc1 | 0 | -1.5 | -0.2 | 0.8 | 0.7 | -0.5 | 2 | -5 | -2
CC1CCCCC12NC(=O)N(CC(=O)NCCc1ccccc1)C2=O (configuration not stated) | 2 | 0.0 | 0.4 | 1.5 | 1.1 | -1.7 | -2 | -7 | -6
CC1=C(C(=O)N2CCOCC2)C(c2cc(C)cs2)NC(=O)N1 (configuration not stated) | 7 | -0.2 | -6.4 | 7.0 | 0.1 | 1.2 | -4 | 14 | 0
COc1ccc(CCNC(=O)COC(=O)Cc2ccccc2F)cc1 | 12 | -0.3 | -0.1 | 1.5 | -0.7 | -1.7 | 3 | -6 | -10
CCCCC(=O)Nc1nc2c(s1)COc1ccccc1-2 | 1 | -0.8 | -0.4 | 2.3 | 1.1 | -0.1 | 2 | -5 | -3
COc1ccc(OCC(=O)Nc2cc(-c3nn4c(C)nnc4s3)ccc2C)cc1 | 11 | -0.6 | -2.1 | -1.9 | 1.9 | 0.4 | 7 | 1 | -6
Cn1c(=O)c(Sc2ccc(Cl)cc2)c(O)c2ccccc21 | -6 | -1.5 | 0.3 | 3.3 | -1.8 | -2.5 | 2 | -17 | -1
CCOC(=O)c1sc2nc[nH]c(=O)c2c1C | 3 | 0.4 | -0.8 | 1.2 | 1.3 | -0.2 | 19 | 3 | 3
c1ccc(-c2nc(N3CCCCCC3)c3ccccc3n2)nc1 | 12 | 0.7 | 0.8 | 2.1 | -0.5 | -0.9 | 3 | 4 | 6
CSC(=NS(=O)(=O)c1ccc(C)cc1)SC | 9 | 0.1 | -0.8 | -0.9 | -1.4 | -3.9 | -10 | -2 | -3
Cc1cc(C)cc(NC(=S)NC2CC3CCCC(C2)N3C2CCCC2)c1 (configuration not stated) | 5 | 1.2 | . | -0.4 | -0.4 | -3.5 | 0 | -12 | -3
COc1ccc2oc(C(=O)NCCc3ccccc3)c(C)c2c1 | -3 | 2.2 | 1.5 | -0.3 | -0.4 | -1.1 | 23 | 6 | 0
COc1ccc(CCC(=O)N2CCN(c3ccc(OC)cc3)CC2)cc1 | -10 | 0.9 | -1.4 | . | 1.6 | -3.0 | -1 | 10 | 1
c1ccc(CNc2nc(NCC3CC3)nc3cc(-c4ccccc4)sc23)cc1 | 23 | 3.6 | -2.1 | . | . | -3.7 | 4 | -12 | 6
CC(=O)c1ccc(OCc2ccccc2)c(C)c1O | -7 | -0.5 | -0.7 | 3.7 | 2.0 | -2.4 | 0 | -2 | -2
CC(C)(CC(=O)O)CC(=O)N1CCCN(c2nc3ccc(Cl)cc3s2)CC1 | 2 | -0.2 | . | 1.5 | 1.2 | -5.6 | 1 | 0 | -5
COc1ccccc1N(C)c1cc2c(c3c1ccn3C)C1CCC2C1 (configuration not stated) | . | -1.0 | -0.7 | . | . | -1.7 | 2 | -5 | -12
CC(=O)N(OCc1ccc(OC(C)C)c(Cl)c1)C(C)=O | 5 | 0.5 | -1.8 | 5.7 | -0.9 | -0.8 | 0 | 2 | 3
CC(C)(C)OC(=O)C[C@@H]1C/C=C\C[C@@H](CC(=O)N(CCO)Cc2ccccc2)C(=O)N[C@H](Cc2ccccc2)COC1=O | 3 | -0.2 | 2.3 | -2.2 | 3.5 | -1.8 | 3 | -7 | 5
O=C(COc1ccc2c3c(c(=O)oc2c1)CCCC3)NCC(O)c1ccccc1 (configuration not stated) | 11 | -2.9 | -1.1 | -0.4 | 0.8 | -1.7 | 16 | 1 | -3
Cc1cccc(NC(=S)N2CCCCCC2)c1C | -2 | 1.7 | -3.3 | 1.7 | 0.5 | -1.9 | -2 | -1 | -1
COc1cccc(CNc2nc3cc(-c4cccc(C(F)(F)F)c4)sc3c(=O)n2C)c1 | 6 | 0.6 | -0.2 | . | . | 1.4 | -1 | 2 | 8
COc1cc2c(cc1OC)[C@@H]1Cc3cc4c(cc3[C@H](C2)N1C)OCO4 | -1 | 0.2 | 1.5 | 0.1 | -1.6 | 0.8 | -1 | -14 | 3
Cc1nc2nc(SCC(=O)NCCCN3CCOCC3)nn2c(C)c1Cc1ccccc1 | 8 | -0.9 | 47* | 1.5 | -1.7 | -0.3 | 1 | -2 | -1

Record cards, as listed above. Screens in order: GDH-TPI counter | BoNT A protease | BioA inh | Mtb UGM inh | PfHsp40 yeast | FadD28 FP inh | Mtb FBA inh | BoNT F protease | Anthrax LF inh2
`Cc1cccc(NC(=S)N2CCCCCC2)c1C` as listed: -2 | 1.7 | -3.3 | 1.7 | 0.5 | -1.9 | -2 | -1 | -1
`COc1cccc(CNc2nc3cc(-c4cccc(C(F)(F)F)c4)sc3c(=O)n2C)c1` as listed: 6 | 0.6 | -0.2 | . | . | 1.4 | -1 | 2 | 8
`CC(C)(CC(=O)O)CC(=O)N1CCCN(c2nc3ccc(Cl)cc3s2)CC1` as listed: 2 | -0.2 | . | 1.5 | 1.2 | -5.6 | 1 | 0 | -5
`Cc1nc2nc(SCC(=O)NCCCN3CCOCC3)nn2c(C)c1Cc1ccccc1` as listed: 8 | -0.9 | 47* | 1.5 | -1.7 | -0.3 | 1 | -2 | -1

(further entries)
SMILES | GDH-TPI counter | BoNT A protease | BioA inh | Mtb UGM inh | PfHsp40 yeast | FadD28 FP inh | Mtb FBA inh | BoNT F protease | Anthrax LF inh2
COc1ccccc1S(=O)(=O)N(C)C[C@H]1OCc2cnnn2CCCC(=O)N([C@@H](C)CO)C[C@@H]1C | 4 | -0.7 | -0.3&-3.0 | . | . | -2.8 | -1 | -10 | -5
Cc1cc(CNC(=O)Cc2c(F)cccc2Cl)nn1C | -6 | 0.4 | . | -1.7 | 0.4 | -2.0 | 1 | 2 | -3
COc1cccc(CNC(=O)C2CCC(=O)N(CC3CCCCC3)C2)c1OC (configuration not stated) | 4 | -0.8 | -3.2 | 0.4 | 1.5 | 1.4 | 1 | -4 | 0
Fc1ccc(N2CCN(C3CCC(c4ccccc4)CC3)CC2)cc1 (configuration not stated) | 3 | -0.2 | 0.2 | 0.6 | -1.9 | -1.0 | -2 | ? | -18
O=C(Nc1cccc(F)c1)c1cccnc1N1CCOCC1 | 13 | 1.1 | -2.9 | 1.1 | -1.0 | -0.4 | -2 | 2 | 0
O=C1C=C(N(CCO)Cc2ccccc2)c2ccccc2C1=O | 9 | 0.8 | -1.1 | . | 0.4 | 0.6 | 0 | -10 | -10
Cc1noc(C(=O)Nc2ccc(F)cc2F)c1Cl | -5 | -0.7 | -0.8 | -2.1 | 0.6 | -3.6 | 0 | 17 | 9
Cc1ccccc1Oc1ccc2c(c1)[C@@H]1C[C@H](N(C)C(=O)c3ccc(C#N)cc3)[C@H]([C@H](C)O)C(=O)N1CC2 | -5 | 0.1 | 1.4 | . | 0.0 | -3.5 | -4 | -4 | 3
CC(=O)c1cnc(SCCN2C(=O)c3ccccc3C2=O)nc1C | 2 | . | . | -1.1 | 2.0 | 0.4 | 2 | . | .
CS(=O)c1nc(-c2ccc(Br)cc2)cc(-c2ccccc2)c1C#N (configuration not stated) | 12 | -0.2 | -1.9 | 0.1 | 1.1 | -2.3 | 4 | -10 | -2
COc1ccc(NC(=S)NCCCN2CCCC2)cc1 | 1 | -0.8 | -3.5 | -0.9 | 0.5 | -2.3 | -1 | 1 | -4
CC(C)c1ccc(N(CC(=O)NC2CCCC2)C(=O)CCC(=O)Nc2nccs2)cc1 | 4 | -1.2 | 2.3 | 1.3 | 0.5 | -2.9 | -5 | -15 | -15
CC(=O)NCCNC(=O)C1Cc2c(-c3ccccc3Oc3ccccc3)ccnc2O1 (configuration not stated) | 2 | 0.2 | 6.6 | . | . | -0.9 | 0 | 0 | 2
CN(C)S(=O)(=O)c1cccc(NC(=O)CCCC2CCCCC2)c1 | 0 | -1.2 | -2.2 | -1.3 | 0.3 | -1.6 | -2 | -9 | -1
COc1ccc(CCNC(=O)c2cc(=O)c3cc(C)ccc3o2)cc1OC | 10 | -1.4 | 8.1 | -0.6 | 3.8 | -1.4 | 2 | 12 | 3
COc1ccccc1CC(=O)Nc1ccc([N+](=O)[O-])cc1O | 4 | -0.2 | . | 3.4 | -1.6 | -0.3 | -2 | 2 | 0
CCc1cc(C(=O)N(CC)CC(=O)Nc2c(F)cccc2F)sc1C | -7 | 0.2 | 0.0 | . | . | 0.4 | -1 | -9 | 0
COc1cc(NC(=S)N2CCN(S(C)(=O)=O)CC2)cc(OC)c1 | 7 | 3.3 | -2.7 | 1.0 | -1.5 | -3.2 | 1 | 6 | -3
COc1ccc(-n2nnnc2SCC(=O)Nc2nnc(C)s2)cc1 | -5 | 1.3 | -3.0 | -1.6 | -0.1 | 1.5 | 5 | -7 | -3
O=C1CCC/C=C/C[C@H](CC(=O)N(CCO)Cc2ccccc2)C(=O)N[C@@H](Cc2ccccc2)CO1 | -3 | 0.1 | -0.9 | -1.4 | -1.3 | -1.5 | 1 | 3 | -3
CC(O)[C@H]1CC[C@H]2[C@@H]3CC[C@H]4C[C@@H](O)CC[C@]4(C)[C@H]3C(=O)C[C@]12C (some centres not stated) | -8 | 0.4 | -0.7 | -0.1 | 0.0 | -3.3 | -4 | 5 | -2
COc1nc(N(C)C)nc(N(C)c2cc(Cl)cc(Cl)c2)n1 | 13 | . | 0.4 | -1.2 | -0.3 | -0.8 | 5 | . | .
CC1CCN(C(=O)CSc2nnc(CNc3ccc(F)cc3)n2Cc2ccco2)CC1 | 10 | 0.2 | 1.0 | -3.8 | -0.1 | -4.6 | -1 | 1 | 0
CC(C)CNC(=O)c1ccc(Cl)c(Cl)c1 | 10 | 0.0 | 3.2 | -1.4 | 0.4 | 0.3 | 1 | 4 | -4
Cc1nn(CC(=O)NCc2cccc3ccccc23)c(=O)c2ccccc12 | 10 | -1.6 | -1.0 | 0.3 | -0.2 | -0.3 | 2 | 0 | -20
Cc1cccc(C)c1Nc1nnc(SCc2nc3ccccc3s2)s1 | -2 | 25 | . | 2.1 | -0.6 | -2.7 | -2 | 0 | 8
CC(=O)c1cc(-c2ccccc2)n(CC(=O)NC2CCCCC2)c1C | 0 | -0.4 | . | -0.1 | -1.2 | -0.7 | -4 | 5 | -1
COc1ccc(-c2[nH]ncc2CN2CCN(C(=O)c3ccco3)CC2)cc1F | 6 | 0.5 | 1.1 | -0.8 | -1.0 | 0.8 | 0 | 3 | 0
CCOC(=O)c1sc(NC(=O)CSc2n[nH]c(CC)n2)nc1C | -1 | 0.0 | . | 1.8 | -1.8 | -0.6 | -3 | 0 | -1
C=CCn1c(SCc2nc3cc(C(=O)OC)ccc3c(=O)[nH]2)nc2sc(CC)cc2c1=O | -9 | 1.1 | -0.4 | 2.1 | -1.3 | -3.7 | -5 | 7 | 4
Nc1nonc1OCCc1ccccc1 | -5 | -0.9 | -0.9 | -1.6 | -0.6 | -5.0 | -3 | -5 | -2
O=C(CNC(=O)c1ccco1)OCC(=O)c1ccc2ccccc2c1 | 7 | -0.4 | 0.2 | 1.1 | 0.9 | -3.8 | 7 | -8 | 2
